Screening results (PubChem BioAssay)
FLuc modulator – qHTS profiling assay for firefly luciferase inhibitor/activator using purifed enzyme and Km concentrations of substrates (counterscreen for miR-21 project). Luciferin 4-monooxygenase (Photinus pyralis), P08659. purified FLuc, Km substrates, luminescence inhibition. Potency, µM (highest dose often 57.5 µM), for the others: at the highest dose activity change, negative = inhibition, most hits filed as inhibitors. 360,000 compounds, 6.9% hits. AID 588342, 2011;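 further: potency means the concentration at half of the fitted maximal effect; plate controls were vehicle for no effect and reference inhibitor for full effect; nearly all actives have a fitted effect of over 55% in size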
Target sequence (P08659 whole entry, looked up): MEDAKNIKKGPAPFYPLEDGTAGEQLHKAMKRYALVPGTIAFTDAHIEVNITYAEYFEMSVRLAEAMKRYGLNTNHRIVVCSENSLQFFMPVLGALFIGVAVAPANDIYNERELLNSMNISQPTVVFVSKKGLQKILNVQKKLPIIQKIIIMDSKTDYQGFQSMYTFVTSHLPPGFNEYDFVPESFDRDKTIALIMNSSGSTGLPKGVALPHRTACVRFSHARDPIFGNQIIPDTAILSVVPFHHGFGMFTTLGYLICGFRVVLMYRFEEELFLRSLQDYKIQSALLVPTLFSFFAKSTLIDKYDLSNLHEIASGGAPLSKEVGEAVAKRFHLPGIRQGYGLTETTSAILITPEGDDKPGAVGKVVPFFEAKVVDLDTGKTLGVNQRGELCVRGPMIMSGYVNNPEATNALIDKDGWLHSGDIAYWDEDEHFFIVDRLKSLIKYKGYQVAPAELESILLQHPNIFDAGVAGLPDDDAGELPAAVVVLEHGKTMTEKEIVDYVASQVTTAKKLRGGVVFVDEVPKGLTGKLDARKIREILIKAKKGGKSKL
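Biochemical qHTS of compounds, final roughly 60 µM downward over six points, against 10 nM purified firefly luciferase using Km concentrations of substrates (10 uM D-luciferin, 10 uM ATP) in Tris acetate pH 7.5 buffer; luminescence output.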
uPA surface inh – qHTS for Inhibitors of Cell Surface uPA Generation; cell surface uPA generation assay, qHTS; Potency, µM (highest dose often 38.3 µM), for inactives: top-dose activity change, negative = inhibition, hits mostly inhibitors; 330,000 compounds, 0.31% hits; active means well fitted inhibition curve with a large enough effect; inconclusive means small, poorly fitted or top-dose-only effect; inactive means no such curve, though single readings can be large or run the other way; tested in mouse RAW 264.7 cells; further: potency means the concentration at half of the fitted maximal effect; on the % scale 0 is the no-effect control and ±100 the full control effect; nearly all actives have a fitted effect of over 55% in size
Giardia killer – Small Molecules that selectively kill Giardia lamblia: qHTS. Giardia lamblia trophozoite viability. activity change, % at 7.66 µM, hits read low. 340,000 compounds, 0.15% hits. AID 540267, 2011; in the data active means activity change below about -80%; inconclusive means between about -30% and that limit;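 further: parasites exposed to compound for two days anaerobically before the ATP read; on the % scale 0 is the no-effect control and ±100 the full control effect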
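Media and compound were dispensed first, then trophozoites at 100 cells/well; plates sat 48 hrs at 37 deg C without oxygen before ATP luminescence reagent was added and read after 15-30 min at room temperature.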
NPC1 promoter act – qHTS Assay for NPC1 Promoter Activators; Huh7 NPC1 promoter luciferase reporter, 24 h; Potency, µM (titrated, usually from 9.22 µM), inactives show top-dose activation, usual class: activators; 320,000 compounds, 2.4% hits; AID 485313, 2010;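 further: potency means the concentration at half of the fitted maximal effect; % of control where 0% means no effect; nearly all actives have a fitted effect of over 60% in size; reporter is driven by a mutant NPC1 promoter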
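In 1536-well qHTS, Huh7 cells harboring an NPC1 promoter–luciferase construct received compound for 24 h; activation was quantified by luminescence following luciferase reagent addition.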
VP16 counter – VP16 counterscreen qHTS for inhibitors of ROR gamma transcriptional activity | Drosophila S2 Gal4-VP16 UAS-luciferase, luminescence, 20 h | Potency, µM (doses to about 53.6 µM), without a hit: at the top dose activity, negative = inhibition, most hits filed as inhibitors | 310,000 compounds, 3.5% hits | AID 2546, 2010;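 further: Gal4-VP16 expression switched on by copper sulfate through the metallothionein promoter; potency means the concentration at half of the fitted maximal effect; on the % scale 0 is the no-effect control and ±100 the full control effect; nearly all actives have a fitted effect of over 50% in size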
RORgamma inh – qHTS for inhibitors of ROR gamma transcriptional activity. Nuclear receptor ROR-gamma (Mus musculus), P51450. Drosophila S2 Gal4-RORgamma UAS-luciferase reporter, 20 h. Potency, µM (series often up to 53.6 µM), for the others: top-dose activity change, negative = inhibition, actives largely listed as inhibitors. 310,000 compounds, 5.4% hits. AID 2551, 2010; further: potency means the concentration at half of the fitted maximal effect; on the % scale 0 is the no-effect control and ±100 the full control effect; nearly all actives have a fitted effect of over 60% in size
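Using a luciferase readout, inhibitors were identified by reduced reporter activity in Drosophila cells coexpressing a copper-inducible Gal4–ROR gamma fusion and UAS-driven Photinus luciferase, incubated 20 hr after 700 uM copper sulfate.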
Tb PFK block – qHTS Assay to Find Inhibitors of T. brucei phosphofructokinase; AID 485367, 2010; Potency, µM (series often up to 57.5 µM), inactives show at the top dose activity, negative = inhibition, actives largely listed as inhibitors; T. brucei PFK, ADP-Glo luminescence; 330,000 compounds, 0.17% hits; ATP-dependent 6-phosphofructokinase (Trypanosoma brucei brucei), O15648;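 further: potency means the concentration at half of the fitted maximal effect; 0% = uninhibited 1x PFK enzyme wells and -100% = no-enzyme wells; nearly all actives have a fitted effect of over 60% in size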
Target sequence (O15648 whole entry, looked up): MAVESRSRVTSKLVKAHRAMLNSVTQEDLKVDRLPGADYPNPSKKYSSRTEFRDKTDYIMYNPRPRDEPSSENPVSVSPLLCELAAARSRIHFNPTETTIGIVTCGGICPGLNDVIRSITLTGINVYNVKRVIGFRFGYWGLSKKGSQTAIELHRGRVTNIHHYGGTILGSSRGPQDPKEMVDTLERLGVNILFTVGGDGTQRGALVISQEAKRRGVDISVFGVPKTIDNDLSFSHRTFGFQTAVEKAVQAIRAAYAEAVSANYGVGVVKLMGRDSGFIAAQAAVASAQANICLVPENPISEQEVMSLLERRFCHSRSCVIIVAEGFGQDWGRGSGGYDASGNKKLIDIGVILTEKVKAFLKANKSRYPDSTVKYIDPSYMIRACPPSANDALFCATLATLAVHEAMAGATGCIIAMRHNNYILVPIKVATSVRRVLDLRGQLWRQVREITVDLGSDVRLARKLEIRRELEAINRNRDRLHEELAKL
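Luminescent ADP detection (ADP-Glo, two-step: ATP depletion then ADP-to-ATP conversion for luciferase) reported PFK activity after 45 min room-temperature reaction of 1.25 nM enzyme with 0.5 mM F6P and 0.1 mM ATP at pH 8.0.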
Rab9 prom act – qHTS Assay for Rab9 Promoter Activators. 320,000 compounds, 2.8% hits. Huh7 Rab9 promoter-luciferase reporter, luminescence, 24 h. Potency, µM (series often up to 9.22 µM), for the others: at the top dose activation, negative = inhibition, usual class: activators; further: potency means the concentration at half of the fitted maximal effect; % of control where 0% means no effect; nearly all actives have a fitted effect of over 60% in size
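Quantitative HTS format; Huh7 Rab9-luciferase reporter cells (1500/well) receive compound 2 h post-plating, incubate 24 h at 37 °C, then get luciferase reagent for 10 min before luminescence reading.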
ELG1 genotoxic – qHTS screen for small molecules that induce genotoxicity in human embryonic kidney (HEK293T) cells expressing luciferase-tagged ELG1 | AID 504466, 2011 | HEK293T ELG1-luciferase reporter, luminescence, 16 h | Potency, µM (highest dose often 46 µM), without a hit: top-dose activity change, positive = activation, hits mostly activators | 330,000 compounds, 1.3% hits; further: potency means the concentration at half of the fitted maximal effect; % of control where 0% means no effect; nearly all actives have a fitted effect of over 60% in size
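Screening used a luciferase reporter fused to human ELG1 in HEK293T cells. Luminescence was read on a CCD plate imager after 16 hr exposure and 30 min ONE-Glo incubation.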
Coupling enz – qHTS Assay for Inhibitors of Fructose-1,6-bisphosphate Aldolase from Giardia Lamblia: Coupling assay counterscreen; 290,000 compounds, 0.67% hits; AID 2472, 2010; activity change, negative = inhibition, % at 58.2 µM, hits read low; coupling enzyme system counterscreen, AmpLite Red fluorescence; in the data active means activity change below about -30%; further: on the % scale 0 is the no-effect control and ±100 the full control effect
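Counterscreen of the coupled detection system alone, without aldolase: glyceraldehyde-3-phosphate coupling enzymes plus AmpLite Red readout. Compounds at 57.5 uM final, 10 min RT preincubation, 20 min RT reaction, fluorescence 525/598 nm.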
KCNH2 3.1 block – qHTS for Inhibitors of KCHN2 3.1: Mutant qHTS; U2OS KCNH2 3.1, thallium flux FluxOr; active compounds read low; activity change, % (tested at about 1.8 µM); 340,000 compounds, 0.95% hits; AID 720553, 2013;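 active means maximum activity change below -70%; inconclusive means maximum activity change from -70% to -50%; inactive means maximum activity change above -50%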;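 further: thallium influx rate constant from kinetic fluorescence after stimulation buffer; on the % scale 0 is the no-effect control and ±100 the full control effect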
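Thallium flux read-out: FluxOr dye with Red40 quencher in HBSS/HEPES, 45 min at RT. Rate constants from kinetic reads were normalized to positive and negative DMSO controls. Cells: U2OS virally expressing the 3.1 isoform.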
Active calls of the source: *; ? = inconclusive; · = no result given; [ ] = another dose, or the depositor's remark. Unless noted, the call rests on the fitted dose curve; in most records, active means well fitted curve in the direction sought with a large enough effect; inconclusive means small, poorly fitted or top-dose-only effect, or another doubt; inactive means no such curve, though single readings can be large; an effect the other way counts as inactive or inconclusive.

SMILES | FLuc modulator | uPA surface inh | Giardia killer | NPC1 promoter act | VP16 counter | RORgamma inh | Tb PFK block | Rab9 prom act | ELG1 genotoxic | Coupling enz | KCNH2 3.1 block
CC(=O)c1c(C)oc2ccc(N(C(C)=O)S(=O)(=O)c3cccc4cccnc34)cc12 | -3% | -12% | 9 | -27% | -14% | 17% | 0% | -24% | -6% | -1 | -13
C=CCNC(=O)c1onc(CSc2cccc3ccccc23)c1C(=O)O | ? | 3% | 1 | -3% | -2% | 7% | -25% | -3% | -3% | 7 | 6
CCOC(=O)N1CCN(CC(=O)Nc2nc3ccc(OC)cc3s2)CC1 | -10% | 0% | -6 | -1% | 5% | 15% | -2% | 2% | -4% | 3 | -2
C=CCN1CC(O)=C(c2ccccc2)C1=N | -3% | 2% | -1 | 2% | 4% | 11% | 2% | -4% | -2% | 0 | 11
Cc1[nH]nc2c1C(c1ccsc1)C(C#N)=C(N)O2 (stereo not given) | 0% | 3% | 1 | -1% | 2% | 1% | -10% | -1% | 2% | 2 | -4
COc1cccc2cc(C(=O)NCC3CCCO3)c(=O)oc12 (stereo not given) | ? | -2% | -7 | -2% | 8% | 31% | 0% | 4% | ? | 3 | -2
Oc1[nH]c2c(Cl)cc(Cl)cc2c1N=NC(=S)NCC1CCCO1 (stereo not given) | -3% | -15% | 14 | -6% | 1.1µM* | 1.3µM* | 1% | -10% | ? | -2 | 3
COc1ccc(C=NNc2ccc(S(=O)(=O)Nc3ccccc3C(=O)O)cc2[N+](=O)[O-])c(OC)c1 | · | -13% | -6 | · | · | · | 3% | · | 1% | · | -4
COc1ccccc1/C=C/C=N/n1c(-c2ccco2)n[nH]c1=S | ? | 1% | 1 | 2% | 2% | 0.63µM* | -1% | 3% | 2% | 1 | 8
Cc1c(O)ccc(C(=O)CN2CCN(Cc3ccccc3)CC2)c1O | 2% | 9% | 15 | 1% | -1% | -34% | 0% | -1% | -4% | 1 | -3

Some values from the entries so far:
C=CCNC(=O)c1onc(CSc2cccc3ccccc23)c1C(=O)O in Giardia killer = 1
COc1ccc(C=NNc2ccc(S(=O)(=O)Nc3ccccc3C(=O)O)cc2[N+](=O)[O-])c(OC)c1 in ELG1 genotoxic = 1%
C=CCN1CC(O)=C(c2ccccc2)C1=N in Giardia killer = -1

Continuation:
SMILES | FLuc modulator | uPA surface inh | Giardia killer | NPC1 promoter act | VP16 counter | RORgamma inh | Tb PFK block | Rab9 prom act | ELG1 genotoxic | Coupling enz | KCNH2 3.1 block
C#CCOc1nc(OCC#C)nc(OCC#C)n1 | 0% | 7% | 32[activator] | -3% | -1% | 0% | -2% | -1% | 0% | -3 | 2
Cc1ccc(S(=O)(=O)N(C)c2ccccc2C(=O)Nc2c(F)cccc2F)cc1 | -2% | 8% | 1 | -1% | 0% | 25% | 1% | -2% | -3% | 1 | -5
Cc1ccc(N(CC(=O)N2CCCCCC2)S(C)(=O)=O)cc1Cl | 0% | -2% | -3 | 6% | 3% | -1% | 1% | -1% | -3% | 0 | 1
S=c1[nH]nc(-c2cc(-c3ccccc3)n[nH]2)n1/N=C/c1ccc(Br)s1 | -3% | 8% | -6 | -2% | ? | -26% | -3% | -6% | 1% | 1 | 3
COc1ccc(C(=O)NN)cc1COc1ccc(Br)cc1 | -3% | -4% | -7 | 2% | -16% | ? | 1% | -6% | -4% | 2 | 14
COC(=O)N(NC(=O)C(O)(C(C)C)C(C)C)c1ccccc1 | 0% | -2% | 6 | 0% | 10% | 14% | 1% | -4% | 0% | 0 | -1
CCOC(=O)c1cnn(CCOC(=O)c2ccc(OC)cc2)c1NC(=O)c1ccc(OC)cc1 | 6% | 6% | 9 | -2% | 3% | 12% | 0% | -3% | -1% | -1 | -13
Cc1ccc(NC(=O)C2C(c3ccccc3)C2(Cl)Cl)c(C)c1 (stereo not given) | 0% | -5% | 8 | -3% | 1% | 37% | 0% | -1% | -8% | 4 | 4
Cc1c(NC(=O)Nc2cc(Cl)ccc2Cl)c(=O)n(-c2ccccc2)n1C | -1% | 2% | -15 | 2% | 3% | 18% | -8% | 2% | 0% | · | ·
CC1=CCC[C@@H]2[C@@](C)(CC/C(C)=C/C(=O)O)[C@H](C)CC[C@@]12C | 3% | 1% | 1 | -3% | 0% | -28% | -5% | 1% | 1% | 15 | -7
COc1ccc2cc3cc(C(=O)NCCN4CCN(c5ccccc5F)CC4)oc3nc2c1 | -10% | -2% | 13 | -2% | -13% | ? | 6% | -6% | -16% | -2 | -20
CCN(CC)C(=O)CSc1nc2c(sc(=S)n2-c2ccccc2)c(=O)[nH]1 | ? | 5% | -7 | -1% | -10% | -2% | 2% | 0% | -4% | 1 | -3
COc1ccc(-c2cc3nc(C)cc(C)n3n2)cc1 | 7.6µM* | -7% | 18 | 3.2µM* | -28% | ? | -5% | 3.5µM* | ? | -9 | 1
CCOC(=O)c1sc(C)c2c1NC1(CCCCCC1)NC2=O | -5% | -2% | -25 | -8% | -2% | -14% | 0% | -7% | -1% | 4 | -11
O=S(=O)(c1ccc(OC(F)(F)F)cc1)N1CCC(O)(c2cccc(C(F)(F)F)c2)CC1 | 1% | -15% | 3 | -5% | -15% | ? | 0% | -5% | -12% | 0 | 25
O=C(N/N=C/C=C/c1ccccc1[N+](=O)[O-])c1ccncc1 | 2% | 2% | -4 | 0% | 20µM* | 11µM* | 7% | -2% | -1% | -1 | 2
O=Cc1ccc(-n2cc(C=O)c3ccccc32)cc1 | -3% | -1% | -6 | -1% | 22% | -19% | -1% | 12% | -1% | 0 | 15
CC(=O)Cn1c(CN2CCCCC2)nc2ccccc2c1=O | -2% | 3% | -3 | -1% | -10% | -1% | 0% | 15% | -2% | 0 | -6
N#Cc1ccc(C(=O)OCCCc2cc3ccccc3c(=O)o2)cc1 | 1% | -5% | 2 | -2% | · | · | -11% | -3% | 2% | · | -12
Cc1cccc(C)c1OCC(=O)N/N=C/c1cccnc1 | 3% | 0% | -4 | 0% | 14% | 4% | 2% | -1% | -5% | 1 | -1
COc1cc(NC(=O)COC(=O)CSc2cc(C)ccc2C)c(C)cc1[N+](=O)[O-] | -1% | 17% | -3 | 14% | -14% | 2% | -2% | 0% | 0% | -2 | 4
CCOc1ccc2[nH]c3c(c2c1)CNCC3 | 0% | 7% | 20 | 0% | 4% | 26% | 1% | -4% | -6% | -2 | 1
C=CCn1c(=NC(=O)c2sc3ccccc3c2Cl)sc2cc(S(N)(=O)=O)ccc21 | -1% | 3% | 15 | -3% | ? | ? | -3% | -6% | 16% | 5 | 9
CCSc1nn2c(=O)c3ccccc3nc2s1 | 19µM* | -1% | 15 | 3.5µM* | -18% | -16% | 0% | 2.5µM* | 5µM* | 1 | -2
c1ccc(-c2nnc(-c3ccccc3)o2)cc1 | 5.4µM* | -14% | -4 | 1.6µM* | -4% | -27% | 9% | 1.4µM* | ? | -4 | -27
COc1ccc(OC)c(-n2c(SCC(=O)N3CCc4ccccc43)nc3c(c2=O)SCC3)c1 | 4% | 17% | 7 | 0% | 5% | 47% | -1% | -3% | 0% | -3 | -1
CCOc1ccc(C(=O)NCC(C)CN(C)C)cc1OCC (stereo not given) | -2% | -2% | -15 | -3% | -4% | -19% | -4% | -4% | -1% | -1 | 6
CC(=O)c1ccc(N2CCN(C(=O)CCNC(=O)Cn3ccc4ccccc4c3=O)CC2)cc1 | -19% | -5% | -10 | 4% | 2% | -9% | -16% | 0% | 0% | 9 | 0
Cc1ccc(C(=O)NC(N2CCCC2)C(Cl)(Cl)Cl)cc1 (stereo not given) | -12% | 3% | 19 | -2% | 9% | 10% | 1% | -4% | -1% | -2 | 0
COc1ccc(/C=C/C(=O)Nc2ccccc2C(F)(F)F)cc1 | ? | 6% | ? | ? | -10% | -10% | 5% | ? | 10% | 0 | 3
